# S3 lipid droplet: qHTS Assay for Lipid Storage Modulators in Drosophila S3 Cells; Drosophila S3 cells, BODIPY lipid droplet fluorescence, 18-24 h; cells fed with added oleic acid; lipid storage change, negative = inhibition, % at the top dose, mostly 46.1 µM; hits show Potency in µM; hit rate 0.64% among 320,000; AID 2685; active means well fitted inhibition curve with a large enough effect in the signal ratio, with a control signal flat, not every such curve was filed as active; inconclusive means small, poorly fitted or top-dose-only effect, or effect the other way, or a change in a side signal; the % refers to the signal ratio
#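 Drosophila S3 cells loaded with oleic acid (400 uM, as added) and compounds at several concentrations; lipid droplets imaged by 488-nm laser-scanning cytometry, 500–530 nm intensity and object ratio to cell channel. Percent activity normalized to 20 uM Triacsin C.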
# S3 lipid droplet cell count max: also measured in S3 lipid droplet; calls as there; cell number change, %; measured here: cell count max response;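 cells counted by Cell Tracker Red CMTPX staining in the red channel; peak over a dose series mostly up to 46.1 µM; percent activity relative to internal control wells on each plate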
# Starred values were filed as active, the others as inactive; i = inactive; u = inconclusive; x = not tested or not shown. On the % scale 0 is the no-effect control and ±100 the full control effect; potency means the concentration at half of the fitted maximal effect. A portion of the library, so the mix of outcomes need not match the whole.
SMILES,S3 lipid droplet,S3 lipid droplet cell count max
Cc1nc2ccccc2nc1SCC(=O)N1CCC(C)CC1,-2%,-2
CN1CCN(C(=O)NCC23CC4CC(CC(C4)C2)C3)CC1,2%,12
CC(C)(C)C(=O)Nc1ccc(C(=O)NNC(=O)Cc2ccccc2)cc1,10%,-74
c1ccc(-n2nnnc2NCCCN2CCOCC2)cc1,2%,-21
Cc1ccc(Nc2ccc(N)cc2S(=O)(=O)O)cc1,u,x
O=C(Nc1ncnc2sc3c(c12)CCCCC3)c1ccco1,i,x
CNc1nc(SC)nc(N2CCOCC2)n1,u,x
CCS(=O)(=O)NCCCCc1ccccc1,-14%,0
O=C(CCc1ccccc1)NNC(=O)Cc1ccccc1,u,x
COc1cc(SC)ccc1C(=O)NCCOc1ccc(Cl)cc1,-4%,-17
Cn1c(CC(=O)Nc2ccccc2F)nnc1SCC(=O)NC1=NCCS1,i,-9
COc1ccccc1CNC(=O)c1ccc2ccccc2n1,u,x
Cc1sc2ncnc(N3CCC(C(=O)Nc4ccc(Cl)c(Cl)c4)CC3)c2c1C,13%,11
Cc1cc(C)c(NC(=O)CCCN2CCOCC2)c(C)c1,u,x
COc1cc(C2C(C(=O)c3ccc(C)o3)=C(O)C(=O)N2c2cc(C)on2)cc(OC)c1OC (stereo not given),u,x
COc1ccc(NC2CC(=O)N(CCc3ccccc3)C2=O)cc1 (stereo not given),13%,0
CC1(C)C/C(=N\O)c2cc3c(nc2C1)CCCC3,i,25
CCN(CCn1cccn1)Cc1c(C(=O)N2C[C@@H](C)O[C@@H](C)C2)nc2ccc(Cl)cn12,10%,1
CC(C)CNC(=O)COC(=O)Cc1ccc(Cl)cc1,u,x
Cc1nn(-c2ccccc2)c(C)c1C1C(C#N)=C(N)Oc2n[nH]c(C)c21 (stereo not given),-19%,x
CC(=O)c1ccc(NC(=O)CNCC(c2ccccc2)N(C)C)cc1 (stereo not given),u,x
Cc1cc(C)c(C2C(C#N)=C(N)Oc3n[nH]c(C)c32)cc1CN1CCCC1 (stereo not given),-2%,-6
CC(=O)Nc1ccc(SCC(=O)NCCc2ccc(F)cc2)cc1,u,x
Cc1nc2cc(NCc3ccccc3O)ccc2n1Cc1ccccc1,-12%,7
O=C(c1nc2ccc(Cl)cn2c1CNCCc1cnccn1)N1CCCCCCC1,-17%,-17
Cc1c(O)ccc(/C=N/Nc2ncccc2[N+](=O)[O-])c1O,u,x
CN(CC(=O)N1CCCCC1)S(=O)(=O)c1cccc2nsnc12,i,x
Cc1ccccc1NC(=O)C(C)n1c2ccccc2c2nc(=O)cc(C)n21 (stereo not given),-1%,22
O=C(Cn1cc2c(n1)CCCC2)NC1CCCCCC1,16%,x
O=C(Cn1c(NCCCCl)nc2ccccc21)c1ccccc1,6%,11
COc1cc(NC(=O)CN(C)S(=O)(=O)c2ccc(C)cc2)cc(OC)c1,i,3
Cc1cc([N+](=O)[O-])ccc1NC(=O)COc1nsnc1N1CCOCC1,i,-22
O=C(Nc1nc2ccccc2n1Cc1ccccc1)c1ccc(COc2ccccc2[N+](=O)[O-])o1,u,x
CCn1c(C(=O)N2CCC(C(=O)NCCCSC3CCCCC3)CC2)cc2sccc21,u,x
COC(=O)Cc1csc(Nc2ccc(F)c(Cl)c2)n1,u,x
O=C1/C(=C/c2ccccn2)SC(=S)N1CCc1ccccc1,u,x
CCOC(=O)CSc1nnc(CNc2cccc(Cl)c2)n1C,-3%,1
Cc1ccc(C(=O)N/C(=C\c2cn(C)c3ccccc23)C(=O)NCCCn2ccnc2)cc1,u,x
COc1cc(CNc2ccc3[nH]c(=O)[nH]c3c2)ccc1OCc1c(F)cccc1Cl,u,x
Cc1ccc(/C=N/NC(=O)CN2C(=O)CSc3ccccc32)o1,u,x

# Some of the entries above, reformatted.
# The line under a structure holds: S3 lipid droplet	S3 lipid droplet cell count max
> COC(=O)Cc1csc(Nc2ccc(F)c(Cl)c2)n1
→ u	x
> Cc1ccc(C(=O)N/C(=C\c2cn(C)c3ccccc23)C(=O)NCCCn2ccnc2)cc1
→ u	x

# Continued.
SMILES,S3 lipid droplet,S3 lipid droplet cell count max
Cn1c(=O)c(=O)n(C)c2cc(S(=O)(=O)CCC(=O)Nc3ccc(F)cc3)ccc21,9%,-1
COc1cc(C(=O)Nc2cccc(S(=O)(=O)NCc3ccco3)c2)cc(OC)c1OC,u,x
c1ccc(-c2nnc(CSc3nnc(-c4cccs4)o3)o2)cc1,u,x
COc1ccc(C(=O)OC(C)C(=O)NC(C)CCc2ccccc2)c(OC)c1 (stereo not given),u,x
Cc1cccnc1NC(=O)COc1ccc2oc3c(c2c1)CCCC3,1%,3
Cc1cc(C(=O)Nn2c(C3CCCCC3)nc3ccccc3c2=O)ccc1[N+](=O)[O-],1%,14
COc1ccc(NC(=O)c2cc(S(=O)(=O)N(C)C)ccc2N2CCCC2)cc1Cl,u,x
O=C(O)COCC(=O)NCc1csc2ccc(Cl)cc12,u,x
O=C(O)COc1cccc2ccccc12,u,x
O=C(COc1ccccc1[N+](=O)[O-])Nc1ccc(NC(=O)c2cc3ccccc3o2)cc1,u,x
CC(C)Oc1ccc2c3c(c(=O)oc2c1)CCC3,8%,-6
O=C(CN1C(=O)c2cccc3cccc(c23)C1=O)N1CCCCCC1,-8%,-7
O=C1CCN(CCc2ccccc2)CCN1CCSc1ccccc1,u,x
O=C(N/N=C/c1ccc(COc2ccc(Br)cc2)o1)c1ccc2c(c1)OCO2,-9%,-8
CC(=O)/C(=C\Nc1ccc(OCc2ccccc2)cc1)c1ccccc1,i,x
Cc1cccc(NC(=O)CSc2nncn2-c2ccccn2)c1,0%,7
O=C(Nc1ccccc1)c1ccc(-n2cnnn2)cc1,i,-16
COc1cccc(N2C(=O)c3cccnc3C2O)c1 (stereo not given),u,x
O=C(NCc1ccco1)c1nn2c(C(F)(F)F)cc(-c3cccs3)nc2c1Br,u,x
COc1nc(OC)nc(N2CCC(NC(=O)C(Cc3ccc(C(C)C)cc3)NC(C)=O)CC2)n1 (stereo not given),u,x
CCOC(=O)N1CCN(C(=O)C(C)N(c2ccc(Oc3ccccc3)cc2)S(C)(=O)=O)CC1 (stereo not given),u,x
O=C(NCc1ccc(Cl)cc1)C1CCC(=O)N(C2CC2)C1 (stereo not given),-8%,8
CCC(=O)OCCCCCCOc1ccc(C(=O)O)cc1,u,x
CCOc1ncccc1C(=O)OCC(=O)c1cc(OC)c(OC)c(OC)c1,20%,5
CCCN(CC(=O)Nc1ccccc1C)C(=O)c1ccc(C)c(S(=O)(=O)N2CCCCC2)c1,u,x
Cc1ccc(Nc2cc(C)nc3ccc(C)cc23)cc1,u,x
Clc1ccc2[nH]cc(-c3nnnn3-c3ccc4ccccc4c3)c2c1,u,x
CCc1noc(C)c1C(=O)N1CCN(S(=O)(=O)c2ccc(C(C)=O)cc2)CC1,u,x
Cc1cc(=S)[nH]c(=S)[nH]1,-16%,-15
CN1N=C(C(=O)NC2CCCc3c2cnn3-c2ccc(F)cc2F)CCC1=O (stereo not given),u,x

# Seven successive compounds from above, quoted:
SMILES,S3 lipid droplet,S3 lipid droplet cell count max
CCOC(=O)N1CCN(C(=O)C(C)N(c2ccc(Oc3ccccc3)cc2)S(C)(=O)=O)CC1 (stereo not given),u,x
O=C(NCc1ccc(Cl)cc1)C1CCC(=O)N(C2CC2)C1 (stereo not given),-8%,8
CCC(=O)OCCCCCCOc1ccc(C(=O)O)cc1,u,x
CCOc1ncccc1C(=O)OCC(=O)c1cc(OC)c(OC)c(OC)c1,20%,5
CCCN(CC(=O)Nc1ccccc1C)C(=O)c1ccc(C)c(S(=O)(=O)N2CCCCC2)c1,u,x
Cc1ccc(Nc2cc(C)nc3ccc(C)cc23)cc1,u,x
Clc1ccc2[nH]cc(-c3nnnn3-c3ccc4ccccc4c3)c2c1,u,x

# The listing picks up; the two compounds before the break are reprinted first.
SMILES,S3 lipid droplet,S3 lipid droplet cell count max
Cc1cc(=S)[nH]c(=S)[nH]1,-16%,-15
CN1N=C(C(=O)NC2CCCc3c2cnn3-c2ccc(F)cc2F)CCC1=O (stereo not given),u,x
O=C1/C(=C/c2cccc(F)c2)CSc2sccc21,u,x
CC(=O)c1c(C)[nH]c(-c2ccccc2)nc1=S,-21%,0
Cc1cc(=O)oc2c3c(cc(OCC(=O)NCCCn4ccnc4)c12)OC(C)(C)CC3,u,x
O=C(N/N=C/c1cccnc1)c1cccc(F)c1,u,x
COc1ccc(NCc2nnc(SCC(=O)Nc3cc(C)cc(C)c3)o2)cc1,u,x
Cc1ccc(C)c(NC(=O)C(=O)NCCc2c[nH]c3ccccc23)c1,3%,-8
OCCNc1nc(Nc2ccc(O)cc2)nc2ccccc12,10%,12
O=C(CCCC(=O)N(CC(=O)NC1CCCC1)C1CCCC1)Nc1ccccn1,15%,-12
CC(C)N1CC(C(=O)Nc2ccc(F)c(Cl)c2)CC1=O (stereo not given),u,x
OCCC1CN(Cc2cccc(C(F)(F)F)c2)CCN1Cc1ccccc1 (stereo not given),2%,5
CC(C)(C)n1nnnc1C(c1cc2cc3c(cc2[nH]c1=O)OCO3)N1CCN(c2ccccc2)CC1 (stereo not given),13%,13
CCCn1c(N2CCN(C(=O)NCc3ccccc3)CC2)nc2ccccc21,u,x
CC1CN(S(=O)(=O)c2ccc(C(=O)Nc3nc(-c4cc5ccccc5o4)cs3)cc2)CC(C)O1 (stereo not given),u,x
COc1cccc(/C=C/C(=O)Nc2cc(S(=O)(=O)N3CCOCC3)ccc2OC)c1,u,x
CCOC(=O)c1c(C)n(C)c2ccc(OC(=O)c3ccco3)cc12,u,x
CSc1cccc(NC(=O)c2ccco2)c1,11%,0
O=C(CCC1CCCCC1)N1CCN(Cc2ccc3c(c2)OCO3)CC1,i,x
CCc1c(C)sc(NC(=S)Nc2nc(C)cc(C)n2)c1C(=O)OC,u,x
CSCC[C@H](NC(=O)C1CCN(S(=O)(=O)c2ccccc2)CC1)C(=O)NC1CC1,u,x
CCn1c(=S)[nH]c2ccccc21,i,x
CCc1ccc(C2C3=C(CC(C)(C)CC3=O)OC3=C2C(=O)CC(C)(C)C3)cc1,i,-5
CCc1nc(C)cn1S(=O)(=O)c1ccc([N+](=O)[O-])cc1,-3%,8
CC(CN1CCCCC1)OC(=O)c1ccc(Cl)cc1 (stereo not given),u,x
Cc1ccc(N2C(=O)c3ccc(C(=O)N4CCN(c5ccccc5F)CC4)cc3C2=O)cc1,3%,2
Cc1ccccc1CCN(C(=O)c1csnn1)C(C(=O)NC1CCCC1)c1ccco1 (stereo not given),u,x
CC(C)C[C@H](NC(=O)Nc1ccc2c(c1)OCCO2)C(=O)O,u,x
O=C(NC12CC3CC(CC(C3)C1)C2)C1CCCN1C(=O)Nc1ccccc1 (stereo not given),u,x
COc1cc2c3c(c1)c(N=NC(N)=S)c(O)n3C(C)(C)C=C2C,-18%,-10
CCCNC(=O)COC(=O)c1cccnc1Nc1ccccc1F,u,x
COC(=O)N/N=C/c1cc(Cl)cc(Cl)c1OCc1ccc(F)cc1,u,x
CCCC(=O)Nc1sc2c(c1C#N)CCCCC2,1%,-9
Fc1ccc(CNC(=S)Nc2ccc(OC(F)F)cc2)cc1,u,x
CCc1ccccc1-n1nnnc1SCC(=O)Nc1ccc(N2CCN(C)CC2)cc1,u,x
COc1ccc(CCN(C)C(=O)C23CC4CC(CC(Cl)(C4)C2)C3)cc1OC,u,x
COc1ccc(S(=O)(=O)N(C)CC(=O)Nc2cccc(C(C)=O)c2)cc1Cl,u,x
O=C(NN=C1CCCC1)c1cc(Br)ccc1O,-21%,-9
COc1ccc(NC(=O)CN(C)C(=O)c2ccc(C)s2)cc1,3%,-7
O=C(NCCCc1ccccc1)C1CCC(=O)N(Cc2ccc(Cl)cc2)C1 (stereo not given),i,x
Cc1nn(-c2ccccc2)c2c1C(c1ccc([N+](=O)[O-])cc1)C(C#N)=C(N)O2 (stereo not given),u,x
O=C(C1=C[C@H](C2CC2)C[C@H](OCc2ccc(CO)cc2)O1)N1CCN(Cc2ccc3c(c2)OCO3)CC1,-6%,-11
COc1ccc([N+](=O)[O-])cc1NCc1ccccc1C,u,x
CC(C)(C)OC(=O)NC1CCN(S(=O)(=O)c2ccc3c(c2)OCCO3)CC1,u,x
CS(=O)(=O)N(CC(=O)NCc1ccc(Cl)cc1)C1CCCCC1,-4%,-2
COc1ccc(/C=C/C(=O)N(C)c2ccccc2C(=O)O)cc1,u,x
CSc1nsc(SCC(=O)Nc2ccc(NC(C)=O)cc2)n1,u,x
Cc1ccc2nc(SCC(=O)NCc3ccco3)[nH]c2c1,u,x
O=C(Nc1cc2c(cc1Br)OCCCO2)c1ccccc1,24%,12
Nn1c(=O)[nH]c2ccccc2c1=O,u,x
COc1ccccc1OCc1nn[nH]n1,2%,6
CCCCOc1ccc(C2C(C(=O)c3ccc(C)o3)=C(O)C(=O)N2CC2CCCO2)cc1 (stereo not given),4%,8
# Next part.
SMILES,S3 lipid droplet,S3 lipid droplet cell count max
COCCN1C=C2C(=O)C(C)(OC(=O)C3CCCC3)C(=O)C=C2C=C1c1ccsc1 (stereo not given),7%,8
C=C(C)CSc1nnc(CCNC(=O)OC(C)(C)C)o1,u,x
COC(=O)c1nn(-c2ccc(Oc3ccccc3)cc2)c(=O)cc1O,u,x
CCCCN(CCCC)NC(=O)c1ccccc1,u,x
CC1Cc2ccccc2N1C(=O)c1cc2c(=O)n3ccccc3nc2n1C (stereo not given),16%,x
CC(=O)c1sc(NC(=O)c2ccc(F)c(S(=O)(=O)N3CCOCC3)c2)nc1C,i,-21

# Screens as filed in PubChem BioAssay.
